Bioassay records as filed in PubChem BioAssay.
GalR3 antag – human GalR3 antagonism. HEK293 GalR3-CNG cAMP membrane potential fluorescence; galR3 body fused to GalR1 C-terminus. inhibition, % at 3 µM. hit rate 0.44% among 360,000. AID 651719;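 active = inhibition above the screen-wide average plus 3 SD, cut at about 13% in these data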;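 note: forskolin and galanin both at EC90 stimulate the cells; cAMP rise reported by CNG channel membrane potential dye signal; 0% = forskolin plus galanin with DMSO and 100% = forskolin alone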
Target sequence (O60755 1-299 limits assumed): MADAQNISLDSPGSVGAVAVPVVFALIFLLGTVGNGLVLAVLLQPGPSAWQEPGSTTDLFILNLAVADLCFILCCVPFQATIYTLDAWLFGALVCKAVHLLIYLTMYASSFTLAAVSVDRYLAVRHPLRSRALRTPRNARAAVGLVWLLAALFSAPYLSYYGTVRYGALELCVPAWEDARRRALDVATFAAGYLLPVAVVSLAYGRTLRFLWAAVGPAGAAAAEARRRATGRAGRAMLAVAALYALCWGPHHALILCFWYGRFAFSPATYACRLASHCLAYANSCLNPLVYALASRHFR
MEKK2mut PB1 HTS – signal of MEK5 binding to mutant human MEKK2 PB1 domain; percent response, % at 10 µM; AID 1530; hit rate 0.35% among 290,000; bead flow cytometry, Alexa488-MEK5 binding to MEKK2 mutant; in the data active = percent response above about 24%, passing the limit was not always enough; note: inactives centre near 1; some results filed as inactive read as strong as hits; reference of the scale not given here
V1R ag counter – activates human V1a receptor in oxytocin agonist counter-screen | activation, % at 3 µM | CHO-V1R cells, Fluo-8 calcium fluorescence, agonist mode; 0% DMSO, 100% 3 nM vasopressin | hit rate 0.25% among 320,000;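 active = activation above the mean activation of all tested compounds plus 3 SD, per screening run, cut at about 20% in these data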;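 note: signal is peak over basal fluorescence ratio across a 100 second FLIPR read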
Target sequence (P37288 whole entry, looked up): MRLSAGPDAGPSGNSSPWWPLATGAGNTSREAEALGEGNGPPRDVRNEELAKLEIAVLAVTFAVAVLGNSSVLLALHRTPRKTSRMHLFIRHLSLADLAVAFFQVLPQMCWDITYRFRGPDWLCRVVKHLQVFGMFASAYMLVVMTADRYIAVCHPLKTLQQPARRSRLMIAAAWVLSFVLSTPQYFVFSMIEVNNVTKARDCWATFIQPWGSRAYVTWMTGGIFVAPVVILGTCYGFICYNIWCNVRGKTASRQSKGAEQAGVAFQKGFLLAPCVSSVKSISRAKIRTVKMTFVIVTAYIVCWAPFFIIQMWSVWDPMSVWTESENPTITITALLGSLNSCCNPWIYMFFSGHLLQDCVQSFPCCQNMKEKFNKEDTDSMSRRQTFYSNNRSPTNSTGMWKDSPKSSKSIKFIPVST
MEKK2wt PB1 HTS – raises or lowers MEK5 binding to wildtype human MEKK2 PB1 domain; bead flow cytometry, Alexa488-MEK5 binding to MEKK2 WT; actives lie on both sides; binding response (% of control), % at 10 µM; hit rate 1.1% among 290,000; in the data active = binding response below about 67% or above about 130%
OXTR agonist – agonists of human oxytocin receptor; AID 2435; activation, % at 3 µM; P30559; CHO-OTR cells, Fluo-8 calcium fluorescence; normalized: DMSO 0%, oxytocin 100%; hit rate 0.32% among 320,000;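 active = activation above the mean of all tested compounds plus 3 SD, cutoff set per screening run, cut at about 20% in these data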;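 note: peak over basal fluorescence ratio from a 100 s FLIPR kinetic read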
NALP1 yeast inh – inhibitors of NALP1 inflammasome in yeast; S. cerevisiae NALP1/ASC/caspase-1 growth, X-gal OD620, 72 h; inhibition, % at 10 µM; hit rate 0.61% among 280,000; AID 2071; in the data active = inhibition mostly above about 24%, no sharp cut-off; inactive = mostly below about 32%; note: some compounds called inactive have numbers as strong as hits
GPR7 antag – antagonists of human GPR7 (neuropeptides B/W receptor 1); hit rate 1.1% among 290,000; inhibition, % at 4.4 µM; P48145; AID 1861; GPR7-expressing cells, fluorescence antagonist assay; in the data active = inhibition above about 16%, passing the limit was not always enough;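 note: cells stimulated with the agonist NPW; 0% = agonist with vehicle and 100% = vehicle without agonist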
MEKK3 PB1 HTS – MEKK3-MEK5 PB1 interaction, increase or decrease. hit rate 1.4% among 290,000. binding response (% of control), % at 10 µM. Q99759. bead-based flow cytometry, Alexa488-MEK5 binding to MEKK3; actives lie on both sides; 0 = blocked by unlabeled MEK5, 100 = vehicle;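 active = binding response more than 3 SD above or below the average of its plate-row segment, actives on both sides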;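 note: Alexa488 bead fluorescence after subtracting the streptavidin-only scavenger bead signal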
PHOSPHO1 block – PHOSPHO1 (human) inhibition; recombinant PHOSPHO1, absorbance phosphatase assay; inhibition, % at 13.3 µM; AID 1565; hit rate 1.1% among 290,000; Q8TCT1; in the data active = inhibition above about 60%
Target sequence (Q8TCT1 whole entry, looked up): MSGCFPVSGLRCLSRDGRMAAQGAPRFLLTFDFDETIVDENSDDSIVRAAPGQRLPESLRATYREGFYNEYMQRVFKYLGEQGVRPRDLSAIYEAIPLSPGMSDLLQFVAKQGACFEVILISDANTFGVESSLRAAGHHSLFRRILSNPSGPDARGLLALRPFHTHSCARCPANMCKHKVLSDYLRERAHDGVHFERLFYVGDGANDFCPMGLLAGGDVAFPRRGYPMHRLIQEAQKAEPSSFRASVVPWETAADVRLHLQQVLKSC
Starred values were filed as active, the others as inactive; x = not tested or not shown; [ ] = dose if it differs, or a comment. Hits appear at their usual frequency (roughly 5.4% active in at least one column).

SMILES	GalR3 antag	MEKK2mut PB1 HTS	V1R ag counter	MEKK2wt PB1 HTS	OXTR agonist	NALP1 yeast inh	GPR7 antag	MEKK3 PB1 HTS	PHOSPHO1 block
CCOC(=O)c1c(C)[nH]c(NC(=O)N2CCOCC2)c1C	-6	-8	0.9	83	-0.2	-3	2	79	10
CC1=C(/C=C/C(C)=C/C=C/C(C)=C/C(=O)O)C(C)(C)CCC1	x	2	0.2	107	-0.9	16	-2	103	-1
O=C(NCC1CCOCC1)c1ccc(OC2CCN(Cc3ccccn3)CC2)cc1	-4	-11	-0.1	90	0.2	-10	-2	100	2
CC(=O)N1c2ccc(S(=O)(=O)N(C)CC(=O)NCc3ccc(C)cc3)cc2CC1C (configuration not stated)	-3	-2	3.2	96	1.2	-17	0	99	30
CC(=O)N1CCN(CC(=O)Nc2c(Cl)cc(Cl)cc2Cl)CC1	1	2	0.6	100	0.6	14	5	101	10
O=C(N/N=C\c1cn(-c2ccccc2)nc1-c1ccccc1)c1ccc2c(c1)OCO2	-4	-2	-0.1	96	-2.4	5	1	97	9
Oc1ccccc1C=NCCCCCCN=Cc1ccccc1O	-2	0	-0.2	96	0.1	12	-11	105	8
S=C(c1ccccc1)N1CCCc2ccccc21	-10	0	-0.9	100	-1.6	7	0	108	5
C/C(CC(=O)NCc1ccco1)=N\NC(=O)Cc1ccccc1	-3	-5	-0.1	99	-1.3	0	-16	97	30
O=C(O)c1ccc(-n2cccc2)cc1O	-6	-5	0.4	99	-0.7	15	-9	97	20
COc1ccc(N2CCN(CC(=O)c3ccc(Cl)cc3)CC2)cc1	4	12	0.2	109	-1.8	18	-5	110	23
O=C1CCCC/C1=C\Nc1ccc(O)cc1	-2	3	0.2	101	1.8	19	-2	101	-8
CCCOc1ccc(S(=O)(=O)NCc2ccc(OC)cc2)cc1	0	2	4.1	102	5.6	-8	0	102	11
COc1cccc(CNC(=O)C2CCN(S(=O)(=O)c3ccccc3)CC2)c1	-5	0	1.1	101	0.8	-10	2	101	11
Cc1csc(NC(=O)/C=C/c2ccc(C)o2)n1	0	25	0.5	118	0.2	31	1	102	-4
CCOC(=O)c1oc2ccccc2c1N	-6	5	0.2	110	9.8	x	-4	119	12
N#Cc1c(NC(=O)CSc2nnc(-c3ccco3)n2-c2ccccc2)sc2c1CCC2	-5	4	-1.5	101	-1.2	-4	-2	99	3
CCCCC(=O)Nc1cc(OC)c(NC(=S)NC)cc1OC	-6	4	1.2	95	0.8	-11	-19	97	4
O=C(NCC1CCCO1)C1CCN(c2ccc(S(=O)(=O)N3CCCC3)cc2)CC1 (configuration not stated)	-6	0	1.1	99	1.4	18	-12	97	-10
CCOc1cc(C(=O)N/N=C(\C)Cc2ccc(OC)cc2)cc(OCC)c1OCC	3	12	-0.7	119	-2.3	23	-1	99	-5

Single values from the entries so far:
In V1R ag counter, CCOC(=O)c1oc2ccccc2c1N is listed with 0.2
In MEKK2wt PB1 HTS, CCCOc1ccc(S(=O)(=O)NCc2ccc(OC)cc2)cc1 is listed with 102
In GalR3 antag, COc1cccc(CNC(=O)C2CCN(S(=O)(=O)c3ccccc3)CC2)c1 is listed with -5
In GalR3 antag, CCOc1cc(C(=O)N/N=C(\C)Cc2ccc(OC)cc2)cc(OCC)c1OCC is listed with 3

More structures:
SMILES	GalR3 antag	MEKK2mut PB1 HTS	V1R ag counter	MEKK2wt PB1 HTS	OXTR agonist	NALP1 yeast inh	GPR7 antag	MEKK3 PB1 HTS	PHOSPHO1 block
COc1ccc(NS(=O)(=O)c2cc(Br)cc3c2N(C(C)=O)CC3)cc1	-11	-5	5.8	96	5.1	29	15	98	32
O=C1CC(C(F)(F)C(F)(F)C(F)(F)C(F)F)=Nc2ccccc2N1	2	-5	0.2	94	0.4	5	-2	94	-30
COc1cccc(-c2cc(C(=O)NCc3ccco3)c3ccccc3n2)c1	-9	0	-0.5	95	-2.5	15	-16	97	19
COc1ccccc1NC(=O)CSc1nnc(Cn2cnc3ccccc32)n1C	-1	2	0.5	107	-0.3	-2	-3	99	-21
COc1cccc(NC(=O)[C@H](Cc2c[nH]c3ccccc23)NC(=O)[C@@H]2Cc3ccccc3CN2)c1	-7	8	4.7	115	8.6	17	4	101	-23
C/C(Cn1nnc([N+](=O)[O-])n1)=N\NC(=O)c1ccccc1Cl	0	-3	-1.1	93	0.1	-11	-11	98	34
Cc1ccccc1-c1nc(-c2cccnc2)no1	-4	1	-0.6	100	-0.5	-2	-3	101	3
N#C/C(=C\Nc1ccc2c(c1)OCCO2)c1nc2ccccc2[nH]1	1	3	-1.6	97	-2.3	11	-29	103	-96
CC(C)c1nc2ccccc2n1CCC(=O)O	-2	2	0.6	93	0.6	8	-10	98	3
COc1cccc(S(=O)(=O)Nc2ccc(C(=O)Nc3ccncc3)cc2)c1	6	1	-0.2	104	0.9	19	2	105	8
CN(C(=O)CC1C(=O)NCCN1Cc1ccoc1)C1CCOCC1 (configuration not stated)	1	5	-0.3	98	0.9	-7	-4	102	5
O=C(Nc1ccc([N+](=O)[O-])cc1)C(=O)Nc1cccc(C(=O)O)c1	-1	3	0.6	102	-0.1	15	-6	103	42
O=C(Cc1ccccc1)NCC(=O)OCC(=O)c1ccc(Cl)cc1	1	-4	2.4	94	-0.4	-2	-1	95	14
COc1cnc(-c2ccccn2)nc1Oc1ccc(F)cc1F	-4	2	0.7	100	-0.6	18	-9	105	8
Cc1ccc(S(=O)(=O)N/N=C/c2ccc(OS(=O)(=O)c3ccc(C)c([N+](=O)[O-])c3)cc2)cc1	-8	11	1.2	99	0.4	17	-2	98	-17
O=C(NCCc1ccccc1F)/C(=C/c1cccnc1)NC(=O)c1ccccc1	1	-2	-1.3	73	-1.7	11	-7	81	-18
CSc1nc2sc3c(c2c(=O)n1CC(C)C)CC(C)(C)OC3	-4	-12	3.6	92	0.0	4	-7	95	39
CCOC(=O)C1(Cc2cccc(OC)c2)CCN(Cc2cnc(N)nc2)CC1	0	8	1.2	105	0.4	11	-13	103	32
COC(=O)c1ccccc1Oc1nc(Cl)cc(OC)n1	0	-1	-1.0	98	-2.0	5	-4	98	-16
COc1ccc(CCNC(=S)Nc2cccc3ccccc23)cc1	-1	-1	-0.5	102	-3.8	12	-5	98	-9
COc1ccc(/C=N/OCC(=O)N2CC3(C)CC2CC(C)(C)C3)cc1OC (configuration not stated)	-10	3	2.9	96	0.1	34	-8	102	10
CN1CCN(C(=O)C23CCC(C)(C(=O)C2Br)C3(C)C)CC1 (configuration not stated)	-2	30	1.5	122	0.3	2	-19	135*	24
c1ccc(CCOn2ccnc2)cc1	-8	2	-0.5	101	-0.1	5	-10	100	x
O=C(NCc1ccc(F)cc1)C1C2C=CC3(CN(Cc4cccnc4)C(=O)C13)O2 (configuration not stated)	-5	3	0.1	103	-1.2	27	-13	107	9
CC12CCC3(CO)COC(c4ccccc4O1)C2C3 (configuration not stated)	-2	3	1.1	99	0.1	22	-2	105	-14
CC(=O)Nc1ccc(C(=O)OCC(=O)N(Cc2ccccc2)C(C)(C)C)cc1	-7	3	0.4	103	-0.1	13	4	104	-4
CCOC(=O)c1ccc(NC(=O)NCCN2CCCCC2)cc1	-7	16	0.0	119	0.4	-10	4	108	11
O=C(NNC(=S)Nc1ccc(Br)cc1)c1ccc(N2CCOCC2)c([N+](=O)[O-])c1	-11	0	2.7	112	0.9	10	-6	137*	-11
O=C(c1ccc(F)cc1)N1CCN(C(=O)c2ccc([N+](=O)[O-])cc2)CC1	-5	-11	4.9	92	0.5	-4	0	101	30
CCO/C=C1/C(=O)N(c2ccccc2OC)C(=O)c2ccccc21	-2	-13	3.8	90	1.1	4	3	94	0

Overlap with the part before: six compounds, followed by the next part.
SMILES	GalR3 antag	MEKK2mut PB1 HTS	V1R ag counter	MEKK2wt PB1 HTS	OXTR agonist	NALP1 yeast inh	GPR7 antag	MEKK3 PB1 HTS	PHOSPHO1 block
CC12CCC3(CO)COC(c4ccccc4O1)C2C3 (configuration not stated)	-2	3	1.1	99	0.1	22	-2	105	-14
CC(=O)Nc1ccc(C(=O)OCC(=O)N(Cc2ccccc2)C(C)(C)C)cc1	-7	3	0.4	103	-0.1	13	4	104	-4
CCOC(=O)c1ccc(NC(=O)NCCN2CCCCC2)cc1	-7	16	0.0	119	0.4	-10	4	108	11
O=C(NNC(=S)Nc1ccc(Br)cc1)c1ccc(N2CCOCC2)c([N+](=O)[O-])c1	-11	0	2.7	112	0.9	10	-6	137*	-11
O=C(c1ccc(F)cc1)N1CCN(C(=O)c2ccc([N+](=O)[O-])cc2)CC1	-5	-11	4.9	92	0.5	-4	0	101	30
CCO/C=C1/C(=O)N(c2ccccc2OC)C(=O)c2ccccc21	-2	-13	3.8	90	1.1	4	3	94	0
COc1ccccc1/C=C/C(=O)NCc1cccnc1	-1	0	0.0	100	-1.1	-21	-4	100	47
C(=N\n1cnnc1)/c1cccnc1	-6	5	0.9	103	0.7	5	1	105	0
Cc1cc(C)c2cc(CN(Cc3cccs3)Cc3nnnn3CC3CCCO3)c(=O)[nH]c2c1 (configuration not stated)	-5	-2	3.7	88	1.3	-5	-11	93	-30
c1ccc(CSc2nnc(-c3cccs3)n2Cc2ccco2)cc1	-5	0	4.2	90	-2.4	-10	8	84	-7
Cc1nn(-c2ccccc2)c2c1C(c1c(C)[nH]c(C#N)c1C)C(C#N)=C(N)O2 (configuration not stated)	0	1	-0.1	97	1.2	-7	-8	96	9
O=C(CS(=O)(=O)c1ccccc1)NCc1ccco1	-1	-6	0.5	94	2.1	7	-10	98	50
CCc1ccc(Nc2nc(N)nc(CSc3nnnn3-c3ccccc3)n2)cc1	-4	-7	-0.2	95	-1.4	4	-18	94	10
O=S(=O)(Nn1cnnc1)c1ccc(F)cc1	-6	-3	0.6	104	0.1	21	-2	101	15
Cc1ccc(S(=O)(=O)N2CCN(c3ccc([N+](=O)[O-])c(NCCN4CCOCC4)c3)CC2)cc1	0	13	0.0	122	-1.5	22	-3	99	-7
O=c1[nH]c(C2CC2)nc2sc3c(c12)CCCC3	-6	-3	-0.6	99	-2.4	-1	4	99	32
COc1ccc(NC(=S)N2CCC(C(=O)c3ccc(C)cc3)CC2)c(OC)c1	-5	8	-1.5	103	-2.0	-9	-7	104	19
CC12CC(c3ccccc3O1)C(C(=O)NCc1ccccc1)C(=O)N2 (configuration not stated)	-6	-6	0.0	87	1.6	-5	-16	81*[inhibitor]	-17
CCCCn1nnnc1SCC(=O)NNC(=O)C1CCCCC1	3	0	0.3	102	-0.4	11	-9	105	34
CC(C)c1ccc(N(CC(=O)N2CCOCC2)S(C)(=O)=O)cc1	-1	5	0.4	111	0.8	15	7	109	-28
CN(CC(=O)Nc1ccc(F)cc1)c1ccc(S(=O)(=O)N2CCCCC2)cc1[N+](=O)[O-]	-5	0	3.3	121	4.3	35	-11	106	-6
